# Mtb UGM inh: blocks M. tuberculosis UGM enzyme; P9WIQ1; purified UGM, fluorescence polarization probe displacement; inhibition, % at 10 µM; hit rate 0.06% among 320,000; AID 504406; in the data active means inhibition above about 10%, passing the limit was not always enough; inconclusive means no clear call, values can overlap the other calls
# Target sequence (P9WIQ1 whole entry, looked up): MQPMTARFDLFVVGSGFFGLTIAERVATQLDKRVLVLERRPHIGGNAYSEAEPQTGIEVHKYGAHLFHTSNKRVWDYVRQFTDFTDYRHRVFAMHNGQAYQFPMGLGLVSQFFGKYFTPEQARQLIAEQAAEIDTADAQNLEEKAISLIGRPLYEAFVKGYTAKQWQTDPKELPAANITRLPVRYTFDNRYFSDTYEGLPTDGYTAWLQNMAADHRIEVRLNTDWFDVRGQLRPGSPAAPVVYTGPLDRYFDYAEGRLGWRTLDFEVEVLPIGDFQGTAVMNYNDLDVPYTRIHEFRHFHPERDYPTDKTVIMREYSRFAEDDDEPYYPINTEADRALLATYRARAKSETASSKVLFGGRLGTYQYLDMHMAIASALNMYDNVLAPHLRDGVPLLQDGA
# FadD28 FP inh: inhibitors of Mycobacterium tuberculosis FadD28 bisubstrate binding | hit rate 0.22% among 360,000 | inhibition, % at 12.5 µM | FadD28 bisubstrate probe binding, fluorescence polarization | AID 588549; in the data active means inhibition above about 8.5%, passing the limit was not always enough; inconclusive means no clear call, values can overlap the other calls
# Anthrax LF prot: inhibitors of Bacillus anthracis lethal factor protease; P15917; hit rate 0.12% among 360,000; AID 588501; inhibition, % at 10 µM; multiplex microsphere protease cleavage assay, LF; further: plate controls were buffer without enzyme for full effect and enzyme alone for no effect
# Mtb BioA inh: blocks M. tuberculosis BioA enzyme activity | inhibition, % at 9.99 µM | purified M. tuberculosis BioA enzyme, plate reader | AID 602481 | hit rate 0.096% among 360,000; in the data active means inhibition above about 40%; inconclusive means no clear call, values can overlap the other calls
# PfHsp40 yeast: compounds rescuing yeast from Plasmodium falciparum HSP40 toxicity. S. cerevisiae expressing PfHsp40, growth rescue, ATP luminescence. growth rescue, % at 12.5 µM. hit rate 0.68% among 340,000; in the data active means growth rescue above about 28%, passing the limit was not always enough; inconclusive means no clear call, values can overlap the other calls;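 further: yeast W303a lacking pdr1 and pdr3 grown in galactose medium; growth measured after three days at 30 °C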
# BoNT A protease: BoNT A light chain protease inhibition; multiplex microsphere protease substrate cleavage, flow cytometry; inhibition, % at 10 µM; hit rate 0.17% among 360,000; AID 588499; further: plate controls were buffer without enzyme for full effect and enzyme alone for no effect
# Mtb FBA inh: Mtb fructose-bisphosphate aldolase inhibition; P9WQA3; purified M. tuberculosis FBA, fluorescence read-out; inhibition, % at 1 µM; hit rate 2.3% among 360,000; AID 588726; in the data active means inhibition above about 27%;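 further: 0% = vehicle and 100% = reference inhibitor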
# Target sequence (P9WQA3 whole entry, looked up): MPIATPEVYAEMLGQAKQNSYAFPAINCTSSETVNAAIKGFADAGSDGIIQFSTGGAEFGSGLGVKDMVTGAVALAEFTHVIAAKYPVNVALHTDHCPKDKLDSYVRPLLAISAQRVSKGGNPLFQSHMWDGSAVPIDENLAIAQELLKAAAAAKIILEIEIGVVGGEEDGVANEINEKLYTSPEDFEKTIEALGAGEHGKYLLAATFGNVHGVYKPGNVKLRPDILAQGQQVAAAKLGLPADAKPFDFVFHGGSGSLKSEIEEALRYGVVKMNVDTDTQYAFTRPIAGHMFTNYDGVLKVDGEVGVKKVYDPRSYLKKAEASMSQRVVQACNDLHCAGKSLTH
# BoNT-F LC inh: blocks Botulinum neurotoxin F light chain protease; inhibition, % at 10 µM; Multiplex microsphere protease cleavage assay, flow cytometry; hit rate 0.22% among 360,000; AID 588497; in the data active means inhibition above about 35%, passing the limit was not always enough; inconclusive means no clear call, values can overlap the other calls; further: plate controls were buffer without enzyme for full effect and enzyme alone for no effect
# GDH-TPI inh: inhibits GDH-TPI coupling enzymes, artifact for Mtb FBA screen; hit rate 1.2% among 360,000; GDH-TPI coupled enzyme counterscreen, NADH absorbance; inhibition, % at 4.8 µM; in the data active means inhibition above about 30%;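 further: 0% = DMSO wells and 100% = wells lacking the enzyme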
# * hit, by the source's call; ? = inconclusive; . = not tested or not shown. Unless noted, no stated cut-off is given here; in the data, active means inhibition above about 30%; inconclusive means no clear call, values can overlap the other calls; inactive means below that.
molecule	Mtb UGM inh	FadD28 FP inh	Anthrax LF prot	Mtb BioA inh	PfHsp40 yeast	BoNT A protease	Mtb FBA inh	BoNT-F LC inh	GDH-TPI inh
COc1ccc(CC(=O)OCC(=O)Nc2ccc(C(=O)Nc3ccc(OC)cc3)cc2)cc1	5.5	-0.2	-7	.	-0.2	0.8	0	11	6
C#CCOCCOCCOCCNc1nc(N2CCN(C(=O)[C@H](Cc3ccc(O)cc3)n3cc(C(N)CC(C)C)nn3)CC2)nc(N2CCN(C(=O)[C@H](CCC(=O)O)n3cc(C(N)[C@H](C)CC)nn3)CC2)n1 (some centres not stated)	0.5	-0.5	-1	0.1	-1.9	-0.2	-1	-5	4
COc1ccccc1NC(=O)Cc1noc(CSc2nnc(C)n2C)n1	-4.2	-1.4	-5	.	-0.4	-0.4	6	-9	-10
Cc1cccc2nc(COc3ccc4ccccc4c3Br)cn12	-0.4	-1.4	2	.	1.7	-0.6	3	-4	11
COCCn1c(Cc2ccccc2)nnc1SCC(=O)N1CCOCC1	2.8	-2.2	-4	.	-2.2	-0.4	5	6	-7
O=C(CCCn1c(=O)oc2ccccc21)Nc1ccccc1	.	-2.5	0	0.4	0.1	1.8	0	0	2
O=C(Nc1ccccc1N1CCOCC1)c1cc(-c2ccncc2)nc2ccccc12	0.8	0.4	-9	-2.5	0.7	0.3	0	-13	8
COc1ccc(-c2cc(=O)[nH]c(N3CCN(Cc4ccccc4)CC3)n2)cc1	-0.7	-0.2	-4	-0.9	0.3	-5.2	-2	-8	8
COc1ccc(S(=O)(=O)n2cnc3cc(C)c(C)cc32)cc1C	2.6	-2.1	1	.	0.0	0.0	1	0	-1
CCC(C)[C@H](NC(=O)Nc1ccc(S(N)(=O)=O)cc1)C(=O)OC (some centres not stated)	-2.3	-0.8	.	.	-0.4	.	5	.	-5
CC1CCN(CC(=O)NCc2ccco2)CC1	2.1	1.5	-3	.	-0.8	0.1	2	-9	-10
CC(=O)c1ccc(NC(=O)CSc2nnc(C3CC3)n2C)cc1	2.4	1.3	0	0.2	1.6	1.1	0	-2	3
CC(=O)c1ccc(S(=O)(=O)N2CCC(NC(=O)Nc3cccc(F)c3)CC2)cc1	0.9	-5.3	3	.	4.5	0.1	0	-4	-7
CC1(C)OC(=O)NC1c1ccccc1 (configuration not stated)	.	-0.4	5	1.1	.	-0.1	1	-5	3
O=C(NCCCN1CCCC1=O)c1cc2ccccc2o1	.	.	0	-4.7	1.2	-1.9	3	-6	7
COc1ccc(NC(=O)COC(=O)C23CC4CC(CC(O)(C4)C2)C3)cc1Cl	1.2	-3.6	0	-0.9	-1.0	-3.3	1	-4	-1
CCOC(=O)c1c(N)sc2c1CCC1C(=O)N(C3CCCCC3)C(=O)C21 (configuration not stated)	0.3	1.8	-4	-0.9	-0.2	0.3	2	-1	-1
O=C(NCCOc1ccccc1)c1cc(C(=O)NCCOc2ccccc2)cc([N+](=O)[O-])c1	0.4	-3.1	-8	2.3	1.1	2.2	-3	-1	-7
CCOC(=O)c1c2ccccc2[n+]([O-])n1CCO	0.1	-2.4	-9	0.0	-1.1	-0.2	8	2	20
O=C1CN(C(=O)COC(=O)c2ccc(Cl)c(S(=O)(=O)N3CCCCC3)c2)c2ccccc2N1	2.2	-5.0	-2	-0.6	2.5	1.8	-1	-2	4

# Going on with the list.
molecule	Mtb UGM inh	FadD28 FP inh	Anthrax LF prot	Mtb BioA inh	PfHsp40 yeast	BoNT A protease	Mtb FBA inh	BoNT-F LC inh	GDH-TPI inh
CCCCNc1nnc(SCC(=O)c2c[nH]c3ccccc23)s1	-2.9	-7.4	20	.	0.1	54*	-1	-22	9
CCNC(=S)Nc1cc(-c2ccc(Cl)cc2)[nH]n1	1.0	-9.4	-6	.	122*	0.1	0	-1	4
COc1ccccc1C(=O)NCC(=O)N=Nc1c(O)n(C(C)C)c2ccccc12	3.5	-1.6	1	1.4	-0.7	2.3	1	2	31*
COc1ccc2c(c1)c(CC(=O)Nc1nnc(C3CC3)s1)c(C)n2C(=O)c1ccc(Cl)cc1	1.2	0.2	3	-0.2	-0.6	-0.1	2	-2	2
COc1ccc(NC(=O)NNS(=O)(=O)c2ccc(OC)c(OC)c2)c(OC)c1	-0.3	-1.4	-3	-1.1	1.4	1.9	1	-6	6
OC[C@H]1O[C@@H](c2nc(-c3ccccc3Br)no2)[C@H](O)[C@@H]1O	.	2.1	0	-1.4	.	0.1	1	-6	-3
Cc1ccc(S(=O)(=O)N(Cc2ccc(Cl)cc2)c2ccccc2C(=O)NCc2ccco2)cc1	-0.9	-1.2	-3	.	2.6	-2.6	2	-16	9
COc1ccccc1NC(=O)NCCCCc1ccccc1	-0.5	-1.9	.	0.7	0.2	.	3	.	5
Cn1c(SCC(=O)N2CCc3ccccc3C2)nnc1-c1ccncc1	2.5	-0.2	2	0.8	-0.4	0.6	0	3	12
CCOC(=O)C1=C(c2ccccc2)O/C(=C(\C(=O)OC)C(F)(F)F)S1	3.6	-3.3	-4	0.2	-1.6	-1.0	3	-18	10
O=C(c1ccc(Br)cc1)c1cc(-c2ccccn2)c(N2CCOCC2)s1	-1.6	-1.8	6	-0.1	3.6	?	-1	5	8
CC(C)(C)OC(=O)NCCc1nnc(SCC(=O)Nc2cccc(Cl)c2)o1	3.2	-0.3	-1	-0.6	-1.1	2.9	1	3	5
O=C1COc2c1ccc(O)c2O	.	-1.6	5	-1.8	-1.8	0.9	0	7	30
Cc1nnc(NC(=O)CCS(=O)(=O)c2ccccc2)s1	-0.9	0.3	4	-3.7	-3.2	2.6	5	8	5
N#Cc1ccc(OCc2c(-c3ccccc3)nnn2CC(=O)O)cc1	.	-0.4	1	-0.7	.	-0.5	0	-7	4
CCN1C(=O)CC(C(=O)OC)=C1C	2.8	-2.1	-1	.	1.5	0.2	1	-7	-3
Cc1c(NS(=O)(=O)c2cc(C(=O)NCc3cccnc3)ccc2Cl)c(=O)n(-c2ccccc2)n1C	2.0	-2.2	0	-0.3	-1.2	0.3	-1	-3	12
CC(C)Cn1c(N)c(C(=O)COC(=O)C2CCCN2C(=O)c2cccs2)c(=O)n(C)c1=O (configuration not stated)	-0.5	-1.4	-10	1.4	0.5	-0.7	2	4	-4
CN(C)c1ccc(/C=C2/C(=O)NC(=O)N(Cc3ccco3)C2=O)cc1	-4.0	3.2	-2	-3.8	0.9	0.2	2	2	19
CCN(CC)C(=O)[C@H]1C[C@H](CC(=O)NCCc2ccccn2)C(=O)N2CCc3c([nH]c4cc(-c5ccco5)ccc34)[C@]12C	.	-2.9	3	-2.1	2.7	-0.2	40*	-2	9

# 3 structures already listed, arranged by SMILES length, highest first.
molecule	Mtb UGM inh	FadD28 FP inh	Anthrax LF prot	Mtb BioA inh	PfHsp40 yeast	BoNT A protease	Mtb FBA inh	BoNT-F LC inh	GDH-TPI inh
CC(C)(C)OC(=O)NCCc1nnc(SCC(=O)Nc2cccc(Cl)c2)o1	3.2	-0.3	-1	-0.6	-1.1	2.9	1	3	5
Cc1nnc(NC(=O)CCS(=O)(=O)c2ccccc2)s1	-0.9	0.3	4	-3.7	-3.2	2.6	5	8	5
O=C1COc2c1ccc(O)c2O	.	-1.6	5	-1.8	-1.8	0.9	0	7	30

# More results follow:
molecule	Mtb UGM inh	FadD28 FP inh	Anthrax LF prot	Mtb BioA inh	PfHsp40 yeast	BoNT A protease	Mtb FBA inh	BoNT-F LC inh	GDH-TPI inh
O=C(Nc1ccc(F)cc1)c1nc[nH]c1C(=O)O	0.9	-0.1	-4	0.1	1.0	0.3	1	12	3
Cc1cc(NC2CCCC2)n2nc(C)c(-c3ccccc3)c2n1	-2.7	-2.4	11	4.2	-0.4	2.2	5	-10	7
Cc1ccc(N(C(=O)NC2CCCCC2)C2=NCCCCC2)cc1	-1.4	-4.7	-1	.	0.0	0.8	-5	2	-9
CC1(C)CCCC2=C1CC1C(=O)N(N)C(=O)C1C2 (configuration not stated)	1.6	-3.1	-5	.	1.3	0.1	0	3	-2
C/C(=N\NC(=O)c1cccc(Cl)c1)c1cccc(NC(=O)C(C)C)c1	0.9	0.5	0	0.2	0.3	1.0	2	8	13
Cc1cccc(C(=O)OCC(=O)N2CC(=O)Nc3ccccc32)c1C	-1.7	-2.1	-8	.	0.0	-0.4	1	-4	15
COc1ccc(-c2nn(-c3ccccc3)cc2C(=O)N(C)CC(=O)Nc2ccc(N3CCOCC3)cc2)cc1	-0.6	-2.6	-2	-2.2	0.3	0.7	-2	-8	2
N/C(=N\OC(=O)c1cccs1)c1ccccc1	-0.3	1.0	-2	1.9	-0.7	0.2	2	4	5
CC(C)C(=O)Nc1ccc(S(=O)(=O)N2CCC(c3nc4ccccc4[nH]3)CC2)cc1	-0.4	-5.9	-2	-2.3	0.0	0.6	2	-19	-1
COc1ccc2c(c1)CC/C(=C\c1ccc(OC)c(Cn3cccn3)c1)C2=O	0.4	-4.5	-13	-1.2	12	-0.5	-2	-1	38*
O=C(NNc1ccccc1)Nc1cc(Cl)ccc1Cl	.	-0.4	-3	.	1.2	-0.2	1	-3	8
COc1cccc(OCC(O)CN(CCO)Cc2ccccc2)c1 (configuration not stated)	-0.9	-2.0	-3	3.5	-1.0	-0.2	2	5	5
O=C(COC(=O)C1CCCCC1)Nc1cccc(F)c1	-1.2	-0.8	-5	2.9	0.9	0.2	2	6	15
CC(C)(C)c1csc(NC(=O)C2=COCCO2)n1	-0.9	0.9	-2	-0.8	-0.4	-1.4	-1	-12	0
Cc1nc(N(C)C2CCCCC2)c2nnn(Cc3ccc(F)cc3)c2n1	.	-5.2	-5	-1.0	.	-0.5	-2	1	0
CN(C)c1ccc([N+](=O)[O-])cc1C(=O)NCC(c1ccco1)N(C)C (configuration not stated)	-2.7	-3.4	2	0.2	0.1	0.6	-11	-13	2
Cc1ccc(C(=O)NS(=O)(=O)c2ccc(N=NN(C)C)cc2)cc1	0.5	0.9	1	.	-0.8	-0.2	-3	0	11
CCOc1ccc(C(C)NC(=O)c2cccc(F)c2)cc1 (configuration not stated)	2.1	-1.6	-1	0.2	1.1	-0.2	0	-4	5
O=C(COC(=O)CNC(=O)c1ccccc1)Nc1nc(-c2ccccc2)cs1	.	-1.2	-5	-2.2	-0.5	-0.8	12	-18	-8
O=C(COC(=O)C12CC3CC(CC(C3)C1)C2)N1CCN(S(=O)(=O)c2ccccc2)CC1	-1.7	0.0	5	7.1	-0.8	-0.7	1	-5	10

# The results go on:
molecule	Mtb UGM inh	FadD28 FP inh	Anthrax LF prot	Mtb BioA inh	PfHsp40 yeast	BoNT A protease	Mtb FBA inh	BoNT-F LC inh	GDH-TPI inh
CCc1nc2sc3c(O)cc(=O)[nH]c3c2cc1C	-1.1	0.4	-1	-2.0	0.5	-1.0	25	-2	7
CCN(c1ccccc1)c1nc2ccsc2c(=O)s1	-2.4	-21	1	0.5	5.1	1.8	1	2	12
COc1ccccc1N1CCN(/N=C(\C)c2ccccc2O)CC1	-0.8	-2.5	-1	0.0	1.1	-20	2	-123	-5
CSc1ccc(CN(C)C(C)C(=O)NCC2CCCCC2)cc1 (configuration not stated)	2.8	-2.9	-11	0.9	-0.3	-1.2	-4	2	-11
NCCc1nnc(SCc2ccccc2)o1	1.6	-4.0	-9	0.3	-0.2	-0.3	3	3	-9
CC1=C(N2CCOCC2)CCC1=O	-0.2	-3.3	-4	-1.3	-0.3	0.1	-1	-6	2
COc1ccc(S(=O)(=O)Nc2ccc(Oc3ccsc3C(=O)O)cc2)cc1	3.3	-4.3	-20	.	0.7	-0.5	-6	2	-8
O=C(Nc1nc(-c2ccco2)cs1)c1ccccc1	-0.1	-3.7	-4	-0.3	-0.4	1.5	3	-3	11
CCCCNS(=O)(=O)c1ccc2nc(-c3cccnc3)cc(C(=O)NCCOC)c2c1	-2.1	-2.0	-15	.	-1.3	0.6	1	-8	32*
CC(CN1CCOCC1)OC(=O)c1cccc(Cl)c1 (configuration not stated)	0.0	0.8	8	-1.1	-1.0	-1.0	1	30	3
CC(C)c1ccccc1NC(=S)NC(C)c1ccccc1 (configuration not stated)	-0.8	-2.3	-1	.	0.9	-1.1	-4	-5	4
CSCCC(NS(=O)(=O)c1ccc(C)cc1)C(=O)N1CCCC1 (configuration not stated)	-0.5	-2.3	0	0.3	-1.5	-1.4	-2	-6	-5
CNC(=O)Cc1nc2ccccc2n1CC(=O)Nc1cc(C)cc(C)c1	1.4	-1.4	-7	-0.8	-1.8	-0.4	4	-4	1
